Screening data as filed in PubChem.
VLA-4 inh: inhibition in human VLA-4 binding assay, primary screen, VLA-4 allosteric modulator project, MLPCN library, flow cytometry, VLA-4 expressing cells. Integrin alpha-4 (Homo sapiens), P13612. ligand binding flow cytometry. inhibition, % (about 7 µM as worked out from the volumes in the protocol). 330,000 tested, 0.2% active; in the data active = inhibition above about 50%
MEX-5 binding: MEX-5 zinc finger RNA-binding disruptors – biochemical, C. elegans, fluorescence polarization, MLPCN library, primary screen; Zinc finger protein mex-5 (Caenorhabditis elegans), Q9XUB2; MEX-5/FITC-TCR2 RNA binding; active compounds read low; activity score (negative = inhibition of binding), % at 10 µM; 300,000 tested, 0.38% active;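 active = inhibition past about -25% in most replicates, and total fluorescence under double the plate's negative control median, limit read from the data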;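 note: 0% = DMSO and -100% = 5 µM competing unlabeled TCR2 RNA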
BCLXL inh: inhibitors of human Bcl-xL, primary screen, biochemical, fluorescence polarization, HTS; GST-Bcl-xL / FITC-Bim BH3 peptide fluorescence polarization; inhibition, % at 10.9 µM; Bcl-2-like protein 1 (Homo sapiens), Q07817; 320,000 tested, 0.7% active;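 active = inhibition above the mean of all tested compounds plus 3 SD, cutoff set per campaign, cut at about 30% in these data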;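 note: 0% = DMSO wells and 100% = unlabeled Bim-BH3 peptide competitor; inhibitors lower millipolarization by displacing the labeled peptide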
Efflux pump inh: inhibitors of Candida efflux pumps in yeast, primary screen, S. cerevisiae, Nile Red, multiplex | 330,000 tested, 0.44% active | AID 485275, 2010 | inhibition, % at 10 µM | S. cerevisiae Candida pump triplex;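 active = plate passing quality check with inhibition over a set limit, or well fluorescence over plate mean plus 4 SD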;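 note: Nile Red retained in pooled yeast measured as flow cytometry median fluorescence; 0% = buffer negative control and 100% = Enniatin B positive control; higher means more Nile Red kept so more efflux inhibition; some compounds called inactive have numbers as strong as hits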
GLD-1 TGE inh: GLD-1/TGE RNA complex disruptors, primary screen, biochemical, fluorescence polarization | Female germline-specific tumor suppressor gld-1 (Caenorhabditis elegans), Q17339 | 320,000 tested, 0.44% active | inhibition, % at 5.96 µM | purified GLD-1 + fluorescein TGE RNA | AID 2280, 2010;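 active = percent inhibition above a per-plate cutoff, the plate mean of test compounds plus 3 SD, cut at about 30% in these data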;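 note: 0% = DMSO wells with GLD-1 and probe and 100% = wells lacking GLD-1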
MCL1-BIM inh: inhibitors of MCL1 binding to BIM-BH3, primary screen, biochemical, fluorescence polarization; AID 2057, 2009; inhibition, % at 10.9 µM; GST-MCL1 / FITC-Bim-BH3 fluorescence polarization; 320,000 tested, 0.68% active; Induced myeloid leukemia cell differentiation protein Mcl-1 (Homo sapiens), Q07820;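 active = inhibition above the mean inhibition of all tested compounds plus 3 SD, set per campaign, cut at about 40% in these data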;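 note: 0% = DMSO wells and 100% = unlabeled Bim-BH3 peptide control; higher means more loss of mP so more displacement of Bim peptide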
Target sequence (Q07820 whole entry, looked up): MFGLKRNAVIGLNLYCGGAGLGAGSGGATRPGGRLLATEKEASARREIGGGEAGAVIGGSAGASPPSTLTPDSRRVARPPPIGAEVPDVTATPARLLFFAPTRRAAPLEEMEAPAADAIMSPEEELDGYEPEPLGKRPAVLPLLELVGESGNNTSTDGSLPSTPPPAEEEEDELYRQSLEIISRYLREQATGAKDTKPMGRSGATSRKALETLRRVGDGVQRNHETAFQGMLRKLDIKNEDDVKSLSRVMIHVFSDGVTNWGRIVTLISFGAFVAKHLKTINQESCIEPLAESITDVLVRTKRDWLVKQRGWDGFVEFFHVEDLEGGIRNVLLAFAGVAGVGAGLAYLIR
PME-1 inh: PME-1 inhibitors via competitive probe labeling, primary screen, biochemical, fluorescence polarization, FP-Rh probe, HTS; Protein phosphatase methylesterase 1 (Homo sapiens), Q9Y570; recombinant PME-1; inhibition, % at 5.9 µM; 320,000 tested, 0.53% active; AID 2130, 2009;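 active = inhibition above the campaign mean of all compounds plus 3 SD, cut at about 26% in these data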;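 note: competitive labeling of PME-1 active site by serine hydrolase directed probe; 0% = PME-1 with DMSO and 100% = wells lacking PME-1 enzyme; inhibitors block probe labeling so polarization falls and inhibition rises; many of its hits are not listed in these tables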
Fam108B inh: mouse Fam108B serine hydrolase inhibitors, primary screen, counter-screen for RBBP9 inhibitor project, biochemical, fluorescence polarization. recombinant Fam108B, FP-Rh probe fluorescence polarization. inhibition, % at 9.51 µM. 300,000 tested, 0.33% active;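 active = inhibition above the screen mean inhibition plus 3 SD, computed separately per campaign, cut at about 18% in these data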;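 note: inhibitors lower polarization as less probe binds the enzyme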
GRK2 aptamer HTS: compounds blocking aptamer binding on GRK2 – biochemical, human GRK2, bead flow cytometry, HTS, primary screen; Beta-adrenergic receptor kinase 1 (Homo sapiens), P25098; FAM-aptamer displacement from GRK2; inhibition of aptamer binding, % at 10 µM; 330,000 tested, 0.59% active;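 active = inhibition of aptamer binding above 40%, roughly 3 SD of noise, on plates passing a quality check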;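 note: median bead fluorescence of bound FAM aptamer so fluorescent compounds give negative values; no value below 0 was filed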
Target sequence (P25098 whole entry, looked up): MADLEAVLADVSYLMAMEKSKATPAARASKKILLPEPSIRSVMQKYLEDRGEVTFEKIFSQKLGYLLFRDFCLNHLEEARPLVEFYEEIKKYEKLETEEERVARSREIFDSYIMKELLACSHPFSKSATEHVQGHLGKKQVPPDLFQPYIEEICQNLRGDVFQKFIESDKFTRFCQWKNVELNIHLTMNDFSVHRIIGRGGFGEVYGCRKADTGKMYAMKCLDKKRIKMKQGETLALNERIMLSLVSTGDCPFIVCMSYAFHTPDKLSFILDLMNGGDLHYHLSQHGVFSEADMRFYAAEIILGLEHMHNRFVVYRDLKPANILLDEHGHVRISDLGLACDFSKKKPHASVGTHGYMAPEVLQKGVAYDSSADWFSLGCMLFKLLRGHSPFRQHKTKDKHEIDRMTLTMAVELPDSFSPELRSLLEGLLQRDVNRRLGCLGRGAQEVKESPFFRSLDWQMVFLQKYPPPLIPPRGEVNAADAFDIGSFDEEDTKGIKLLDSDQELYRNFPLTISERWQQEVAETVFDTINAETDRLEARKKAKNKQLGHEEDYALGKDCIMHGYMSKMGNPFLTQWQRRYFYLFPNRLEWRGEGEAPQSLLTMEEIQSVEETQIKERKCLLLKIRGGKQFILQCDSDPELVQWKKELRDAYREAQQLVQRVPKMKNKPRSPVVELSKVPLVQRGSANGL
The depositor's hits bear a star; / = no result given. Some of the compounds tested, so the mix of outcomes need not match the whole.

SMILES	VLA-4 inh	MEX-5 binding	BCLXL inh	Efflux pump inh	GLD-1 TGE inh	MCL1-BIM inh	PME-1 inh	Fam108B inh	GRK2 aptamer HTS
O=C(Nc1cccc(C(F)(F)F)c1)c1c(O)c2ccccc2[nH]c1=O	5	4.1	-3	0.3	12	-8	-5	-3	0
O=C(NCC1CCCO1)c1csc(Nc2cccc3ccccc23)n1 (stereo not given)	1	-3.5	1	0.2	12	-2	5	0	0
O=S1(=O)C=C(SCc2ccc(F)cc2)Nc2ccccc21	5	-1.7	-1	-0.1	3	1	-1	2	2
Cn1cccc1Cc1nnc(SCC(=O)Nc2cccc(F)c2)n1-c1ccc(F)cc1	-20	-4.1	2	0.0	4	2	2	3	4
O=C(O)Cc1cc2c(s1)CCCCC2	10	-1.8	3	0.0	3	9	2	-1	2
Cc1cc(C(=O)O/N=C(\N)c2ccncc2)ccc1[N+](=O)[O-]	-1	-1.1	2	-0.1	-6	6	2	2	0
COc1ccccc1NC(=O)Cc1nnc(SCC(=O)Nc2ccccc2F)n1C	-10	1.3	-3	-0.2	-2	-6	4	2	5
O=C(CN1CCN(c2ccccn2)CC1)Nc1nc2ccccc2s1	8	-0.2	10	-0.1	3	8	3	-8	0
O=C(COc1ccc(Cl)cc1Cl)N(C1CCCCC1)C1CCS(=O)(=O)C1 (stereo not given)	-5	/	3	0.3	3	-1	2	/	0
N#Cc1c(NC(=O)CSc2ncn[nH]2)sc2c1CCCC2	9	0.2	5	0.2	-2	4	-3	-1	0
O=C(/C=C/c1ccco1)N1CCN(S(=O)(=O)c2cccc([N+](=O)[O-])c2)CC1	0	/	/	-0.1	2	/	/	/	79*
CCCC1CC(=O)OC1(C)C(=O)CSc1n[nH]c(-c2ccccc2)n1 (stereo not given)	5	1.5	3	0.1	1	1	-1	4	0
Cc1ccnc(NC(=O)CCC(=O)N(CC(=O)NCCc2ccccc2)Cc2cccs2)c1	6	0.8	1	0.2	8	3	1	-2	0
Cc1ccc(NC(=O)CN(C)C(=O)CCOc2cccc(C)c2)cc1	23	-0.5	0	0.2	5	0	-3	2	0
COc1cc(-c2noc(C3CCCN(S(=O)(=O)c4cccc(Cl)c4)C3)n2)cc(OC)c1OC (stereo not given)	2	1.0	5	0.1	1	13	1	-5	4
CCN1CCN(C(=O)c2ccc(COc3ccc(Cl)cc3)o2)CC1	-4	-0.8	2	0.3	0	5	-2	10	3
CCCn1nc(C(=O)NNC(=O)CCCOc2ccc(OC)cc2)c2ccccc2c1=O	-4	/	2	0.1	2	-6	-6	/	0
CCCCC(=O)NCc1ccc2c(c1)cc(C)n2C	-6	-0.7	12	0.0	14	14	-7	1	5
Cc1ccc(S(=O)(=O)Nn2c(C)ccc2C)cc1	24	1.7	9	-0.2	-3	10	-1	5	3
N#CCCN(C(=O)COC(=O)Cc1c[nH]c2ccccc12)c1ccccc1	14	2.1	3	0.0	4	0	-1	0	0
CCOC(=O)[C@@H]1[C@H]2COc3cc(OC)ccc3[C@H]2N2C(=O)N(c3ccc(OC)cc3)C(=O)[C@]12C	15	/	/	0.0	3	/	/	/	2
CC(=O)N1CCN(c2nnnn2-c2ccccc2)CC1	-2	-0.9	-3	0.2	0	-5	5	-1	2
O=C(CCCOc1ccc(Br)cc1)Nc1ccc(S(=O)(=O)N2CCOCC2)cc1	-11	0.1	3	0.0	-14	2	-6	1	1
CCOc1ccc(NS(=O)(=O)c2ccc(C(=O)NCc3cccnc3)cc2)cc1	3	-0.7	0	0.1	-1	-1	-2	4	0
CN(C)CCn1c2c(c(SCC(=O)Nc3cccc(C(F)(F)F)c3)nc1=O)CCCC2	25	0.7	-1	0.0	10	-5	4	3	1

Further compounds.
SMILES	VLA-4 inh	MEX-5 binding	BCLXL inh	Efflux pump inh	GLD-1 TGE inh	MCL1-BIM inh	PME-1 inh	Fam108B inh	GRK2 aptamer HTS
O=[N+]([O-])c1cc([N+](=O)[O-])c(N2CCOCC2)cc1NCc1ccccc1	-1	/	3	0.0	-1	-5	2	-2	0
Cc1cc(Nc2ccccc2Br)n2nc(C)nc2n1	-8	0.7	2	0.0	0	1	-2	-4	0
Cc1csc(SCc2c(C(=O)O)oc3ccccc23)n1	0	0.7	107*	0.1	62*	125*	2	4	2
CCOCCCNC(=O)CCc1ccc(-n2cnc3cccnc32)cc1	1	-5.7	/	-0.3	/	/	/	/	0
O=C(NCCc1cccs1)C12CN(Cc3ccccc3)CC1C(c1cccc([N+](=O)[O-])c1)=NO2 (stereo not given)	-11	3.3	10	0.1	-3	7	-5	-3	0
Cc1ccc(C(=O)N/C(=C/c2ccccc2)C(=O)NCc2ccncc2)cc1	-4	-1.6	1	0.0	6	2	6	2	0
Cc1oc(-c2ccccc2F)nc1CSCC(=O)NC1CCCC1	-4	-1.7	6	0.1	-6	7	-2	-1	0
C/C(=N/NC(=O)CCCOc1ccc(Cl)cc1Cl)c1ccc(C)o1	-3	1.6	2	0.4	3	-8	1	1	0
Cn1nc(C(=O)OCC(=O)Nc2ccc(C(N)=O)cc2)c2ccccc2c1=O	2	/	/	0.0	-2	/	/	/	1
Cc1ccccc1CNCc1cccnc1	9	2.5	2	-0.1	-1	0	2	2	1
Cc1nnc(NC(=O)CSc2nnc(-c3ccccc3)n2C)s1	7	-0.5	1	-0.1	2	-4	-1	-2	0
CC(=O)N1CCN=C1SCc1ccc(Br)cc1	-4	-0.6	-1	0.0	0	1	-1	-2	0
OCC1(C2=NOC(O)(C(F)(F)F)C2)CCCCC1 (stereo not given)	-3	-0.7	10	-0.1	1	11	1	4	0
O=C(Cn1cnc2cc([N+](=O)[O-])ccc2c1=O)Nc1ccc2c(c1)OCO2	12	0.0	19	0.1	1	16	3	-1	0
CCOc1ccccc1Nc1nc(-c2sc(NC(=O)c3ccccc3)nc2C)cs1	23	0.2	3	0.2	1	3	-1	8	4
COc1ccc(CCC(=O)N2CCN(S(=O)(=O)c3cccc(C(F)(F)F)c3)CC2)cc1OC	0	/	5	0.7	1	8	8	/	1
COc1ccc(NC(=O)CN2C(=O)COc3ccc(S(=O)(=O)N4CCCCCC4)cc32)cc1	14	-3.4	7	-0.1	11	-1	-5	0	3
CCc1ccc(-c2cc3c(=O)n(CC(=O)NCCCN4CCN(CC)CC4)nc(C)n3n2)cc1	-111	2.1	-2	0.2	3	2	-4	0	0
CCN(CC)C(=O)c1[nH]cnc1C(=O)N[C@@H](C)C(=O)OCc1ccccc1	-1	-0.6	5	-0.1	1	4	-6	2	3
O=[N+]([O-])c1cccc(NC(=S)N2CCN(S(=O)(=O)c3ccccc3)CC2)c1	8	1.0	3	-0.1	7	7	18	-4	2
CCN(CC)c1ccc(N=Cc2cc(Br)ccc2O)cc1	-2	-1.7	9	-0.1	10	19	0	0	10
Cc1ccccc1-c1nn(-c2ccc(F)cc2F)cc1CNCCCN(C)C	16	1.8	6	-0.1	0	6	0	-2	0
O=C(CN1C(=O)NC2(CCCC2)C1=O)Nc1ccc(F)cc1	26	-1.2	-4	0.1	-5	-5	-3	3	0
CCOC(=O)c1c(C)[nH]c(N=Nc2ccccc2)c1C	5	-1.2	3	-0.1	2	-1	8	3	0
CCC(C)[C@H](NC(=O)C1CCN(C(=O)[C@H](Cc2ccccc2)NC(=O)OC(C)(C)C)CC1)C(=O)O (stereo not given in full)	2	0.6	0	0.3	-3	1	-2	-2	0

(listing goes on)
SMILES	VLA-4 inh	MEX-5 binding	BCLXL inh	Efflux pump inh	GLD-1 TGE inh	MCL1-BIM inh	PME-1 inh	Fam108B inh	GRK2 aptamer HTS
COc1ccc(NC(=O)c2cccc(N3C(=O)C4CCC(C)CC4C3=O)c2)c(OC)c1 (stereo not given)	9	2.1	-1	0.2	0	5	1	1	2
CCn1c(=O)cc(OCC(=O)Nc2nc(C)cs2)c2ccccc21	24	-3.3	5	0.0	-1	-9	-3	0	2
CCCc1nnc(NC(=O)CCC(=O)N2CCN(S(=O)(=O)c3ccc(F)cc3)CC2)s1	9	7.1	1	0.0	7	-2	1	5	3
CCn1cc(CN2CCC(n3nccc3NC(=O)c3cccc(F)c3)CC2)cn1	-2	2.4	9	0.1	-1	3	2	-4	0
COc1ccccc1NC(=O)c1ccc(-c2ccccc2F)o1	0	-1.6	5	0.0	5	-1	-9	0	8
COc1ccc(C)cc1NC(=O)C1CCN(C(=O)c2ccc(C(C)(C)C)cc2)CC1	7	3.2	2	0.3	4	0	2	-2	0
CCOc1ccc(S(=O)(=O)N2CCN(C(=O)c3ccncc3)CC2)cc1	-2	-0.6	0	7.4*	-6	5	-6	-3	0
Cc1ccc2nc(Nc3ccccc3)c(C=O)c(=O)n2c1	21	-2.6	3	0.0	2	3	-9	1	0
Nn1c(SCC(=O)Nc2ccc(S(=O)(=O)N3CCCC3)cc2)nnc1C(F)(F)F	18	1.1	1	0.3	-7	0	-1	3	3
CC(/C=C/c1ccc(C)o1)=C\C(=O)O	2	-1.2	2	-0.1	0	6	-5	-2	2
c1ccc(-n2cnc3ccccc32)nc1	18	-0.8	0	0.1	-4	-1	5	4	0
COc1cc(SC)ccc1C(=O)N1CCN(c2ccc(O)cc2)CC1	-5	-0.8	21	0.1	7	17	6	-3	0
CCOC(=O)C1CCN(C(=O)COC(=O)C23CC4CC(CC(C4)C2)C3)CC1	-6	/	/	0.0	2	/	/	/	0
Cc1nn(CC(=O)N/N=C/c2cccs2)c(C)c1[N+](=O)[O-]	22	1.3	4	-0.1	6	3	-3	3	2
COc1ccc(CNC(=O)COC(=O)c2n[nH]c3ccccc23)cc1OC	5	1.1	2	0.1	-5	-13	-8	2	4
Cc1ccc(C(=O)OCC(=O)Nc2ccccc2)cc1NC(=O)c1ccco1	-60	1.7	1	-0.3	5	-9	-7	2	0
O=C1N(C2CCCC2)C[C@@H]2C[C@@H](c3cccn3-c3ccccn3)N3CCC[C@@]123	-2	1.3	12	0.0	-1	7	-4	-2	2
Cn1c(=O)[nH]c2cc3ccccc3cc21	2	-1.1	-1	-0.3	4	3	-1	3	1
CN(C)CCOCCSc1ccc(Cl)cc1	1	2.2	3	-0.1	5	7	4	2	2
Cc1ccc(-n2c(Cn3ncc4ccccc4c3=O)n[nH]c2=S)cc1	-15	1.7	-5	-0.1	0	-6	-7	-1	1
CCN(CC)C(=O)C1(P(=O)(c2ccccc2)c2ccccc2)CCC1	-3	2.5	2	0.1	-3	0	-6	0	1
CC1(C)NC(=O)N(CC(O)CN2C(=O)CCC2=O)C1=O (stereo not given)	0	-0.4	4	-0.1	8	-5	-5	2	3
O=C(NC(=S)NC(=O)c1ccccc1F)c1ccccc1F	17	0.0	9	0.0	4	11	-5	0	0
COc1ccc(C)cc1S(=O)(=O)NCc1cccs1	-8	0.8	1	-0.1	5	1	0	-1	4
